S-ASM inh: human S-ASM enzyme inhibition. actives 0.006% (n = 340,000). P17405. placental ASM, HMU-PC fluorogenic substrate, 60 min. Potency, µM (highest dose often 57.5 µM), without a hit: at the top dose activity change, negative = inhibition, actives largely listed as inhibitors; also: potency is read from the fitted curve at half-maximal effect
Target sequence (P17405 47-631 limits assumed): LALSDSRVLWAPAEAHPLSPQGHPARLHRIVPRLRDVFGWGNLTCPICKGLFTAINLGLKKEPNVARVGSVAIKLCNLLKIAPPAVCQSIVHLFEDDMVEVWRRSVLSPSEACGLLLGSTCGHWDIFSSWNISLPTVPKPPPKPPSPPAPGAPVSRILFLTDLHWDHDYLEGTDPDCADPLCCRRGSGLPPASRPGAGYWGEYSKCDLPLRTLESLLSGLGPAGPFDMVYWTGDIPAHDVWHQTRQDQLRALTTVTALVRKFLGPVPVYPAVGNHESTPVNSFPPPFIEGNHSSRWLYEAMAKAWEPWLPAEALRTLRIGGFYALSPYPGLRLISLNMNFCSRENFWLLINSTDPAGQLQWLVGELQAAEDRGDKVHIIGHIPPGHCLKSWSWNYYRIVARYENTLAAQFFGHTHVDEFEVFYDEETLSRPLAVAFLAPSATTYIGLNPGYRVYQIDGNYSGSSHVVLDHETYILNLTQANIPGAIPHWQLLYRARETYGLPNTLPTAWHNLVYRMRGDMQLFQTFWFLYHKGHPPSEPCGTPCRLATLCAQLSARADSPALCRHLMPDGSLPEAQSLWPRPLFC
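qHTS format. ASM enzyme prepared from human placenta hydrolyses the fluorogenic substrate HMU-PC0 (9 uM final) over 60 min at 37 °C after a 10 min compound preincubation.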
B2AR arrestin: beta2AR (human) beta-arrestin recruitment activity | beta-arrestin recruitment to beta2AR, cell-based reporter | Potency, µM (doses to about 46.1 µM), for inactives: at the highest dose activation, usual class: activators | actives 0.02% (n = 330,000) | AID 492947 | P07550;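 also: potency is read from the fitted curve at half-maximal effect; 0% = DMSO controls and full agonism = EC100 isoproterenol or metaproterenol; nearly all actives have a fitted effect of over 65% in size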
ELG1 genotox: inducers of genotoxicity in HEK293T ELG1-luciferase cells | actives 1.3% (n = 330,000) | Potency, µM (series often up to 46 µM), for the others: at the highest dose activity change, positive = activation, hits mostly activators | HEK293T ELG1-luciferase reporter, luminescence, 16 h; also: potency is read from the fitted curve at half-maximal effect; % of control where 0% means no effect; nearly all actives have a fitted effect of over 60% in size
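Quantitative HTS format in 1536-well plates. HEK293T ELG1-luciferase reporter cells receive test compound and are incubated 16 hr at 37 °C, 5% CO2; ONE-Glo added, 30 min room temperature, then luminescence read.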
TSG101-PTAP inh: blocks PTAP/TSG101 interaction to inhibit HIV-1 budding; Q99816; Fluorescence polarization, FITC-PTAP peptide / Tsg101 binding; Potency, µM (highest dose often 115 µM), inactives show at the highest dose activity change, negative = inhibition, actives largely listed as inhibitors; 340,000 tested, under 10 active; active = well fitted inhibition curve with a large enough effect in the main read-out, with a control signal flat, not every such curve was filed as active; inconclusive = small, poorly fitted or top-dose-only effect, or effect the other way, or a change in a side signal; inactive = no such curve, though single readings can be large or run the other way; also: potency is read from the fitted curve at half-maximal effect; % of control where 0% means no effect
Target sequence (Q99816 whole entry, looked up): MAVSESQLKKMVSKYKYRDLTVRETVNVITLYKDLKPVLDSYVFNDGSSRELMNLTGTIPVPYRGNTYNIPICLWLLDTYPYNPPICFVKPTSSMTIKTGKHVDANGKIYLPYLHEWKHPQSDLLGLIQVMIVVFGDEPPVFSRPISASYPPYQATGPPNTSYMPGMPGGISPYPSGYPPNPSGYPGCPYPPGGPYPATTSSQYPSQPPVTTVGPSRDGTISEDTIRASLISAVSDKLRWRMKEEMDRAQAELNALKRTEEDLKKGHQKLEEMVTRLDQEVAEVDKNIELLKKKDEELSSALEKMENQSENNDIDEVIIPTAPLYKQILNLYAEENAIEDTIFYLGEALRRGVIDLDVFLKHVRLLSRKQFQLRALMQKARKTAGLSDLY
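Steps: Tsg101 binding domain dispensed (10 uM final), compounds pinned in DMSO, FITC-labeled PTAP-motif peptide added (50 nM final); after 20 min binding at room temperature, polarization measured.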
a7 integrin act: integrin-mediated muscular dystrophy alleviation activation | actives 0.064% (n = 350,000) | alpha7betagal myoblasts, beta-gal FDG fluorescence, 48 h | Potency, µM (top dose mostly 38.3 µM), for inactives: at the highest dose activation, hits mostly activators | AID 624291;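 also: potency is read from the fitted curve at half-maximal effect; 100% = response of the positive control SU9516; nearly all actives have a fitted effect of over 60% in size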
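alpha7betagal+/- myoblasts (passage 13, 250/well) treated 48 h at 37C with compounds at 1:260 dilution of DMSO stock. Lysed, then beta-galactosidase activity read as FDG fluorescence (ex 480/em 540) after 30 min, with pre-read for autofluorescence.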
BRCA1 expr act: BRCA1 expression activation; MCF7-BRCA1-FFLuc reporter, luminescence, 48 h; response scale: scaled: vehicle 0%, 10 µM genistein 100%; Potency, µM (highest dose often 46.1 µM), for inactives: at the top dose activation, actives largely listed as activators; actives 1.1% (n = 380,000); also: potency is read from the fitted curve at half-maximal effect; nearly all actives have a fitted effect of over 80% in size; some results filed as inactive show a strong effect at the top dose
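Luminescence from a BRCA1-driven firefly luciferase in MCF7 cells was the read-out, taken 15 min after substrate addition following 48 h compound exposure at 37 °C. Data were normalized to a 10 microM genistein control and DMSO vehicle.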
Eya2 inh: inhibitors of human Eya2 phosphatase activity | recombinant Eya2, OMFP fluorescence dephosphorylation (OMFP is methylfluorescein phosphate) | Potency, µM (highest dose often 76.9 µM), inactives show at the top dose activity, negative = inhibition, actives largely listed as inhibitors | actives 0.006% (n = 330,000) | AID 488837; also: potency is read from the fitted curve at half-maximal effect; % is scaled to controls: 0 for no effect and ±100 for the full control effect
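Eya2 protein (added as 0.2 uM solution) was preincubated with compound for 10 min at ambient temperature in 50 mM HEPES pH 7.5, 50 mM NaCl, 5 uM MgCl2, 0.05% BSA, 1 mM DTT. OMFP (added at 50 uM) then reacted 10 min; fluorescence read at 485/525 nm.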
uPA surface inh: cell surface uPA generation inhibition | cell surface uPA generation assay, qHTS | Potency, µM (doses to about 38.3 µM), without a hit: top-dose activity change, negative = inhibition, usual class: inhibitors | actives 0.31% (n = 330,000); active = well fitted inhibition curve with a large enough effect; inconclusive = small, poorly fitted or top-dose-only effect; inactive = no such curve, though single readings can be large or run the other way; tested in mouse RAW 264.7 cells; also: potency is read from the fitted curve at half-maximal effect; % is scaled to controls: 0 for no effect and ±100 for the full control effect; nearly all actives have a fitted effect of over 55% in size
USP2a inh: USP2a (human) protease inhibition; USP2 core, Ub-CHOP2 coupled fluorogenic reporter, 485/531; AID 463254; O75604; Potency, µM (series often up to 38.3 µM), without a hit: at the top dose activity change, negative = inhibition, most hits filed as inhibitors; actives 0.01% (n = 330,000);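 also: potency is read from the fitted curve at half-maximal effect; plate controls were DMSO wells for no effect and full inhibition by NEM control for full effect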
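Cell-free coupled assay: 10nM USP2 core preincubated 30min RT with compound in Tris-HCl pH 8.0/CaCl2/CHAPS buffer, then 25nM Ub-CHOP2 and 25nM reporter substrate; fluorescence (Ex 485/Em 531) read after 60min RT, normalized to NEM inhibition, concentration-response curves fitted.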
TRPV1 agonist: activates the human vanilloid receptor TRPV1; activation, % at 8.33 µM; actives 0.19% (n = 320,000); TRPV1-expressing cells, Fluo-8 calcium influx, agonist mode; Q8NER1; AID 540275; in the data active = activation above about 80%; inconclusive = between about 30% and that limit; also: 0% is about no effect
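Cells expressing TRPV1 were dye-loaded with Fluo-8 and read kinetically: 10 s baseline, 3 min after compound (agonist portion), then 2 min after EC20 capsaicin (allosteric enhancer portion). Calcium-bound dye fluorescence at 480/520 nm.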
p53 reactivator: mutant p53 re-activation in reporter cells. actives 0.063% (n = 320,000). H1299 p53-A138V BP100-luciferase reporter, luminescence, 24 h. AID 504706. Potency, µM (doses to about 92.2 µM), for the others: top-dose activity change, positive = activation, hits mostly activators; also: potency is read from the fitted curve at half-maximal effect; % of control where 0% means no effect; nearly all actives have a fitted effect of over 45% in size
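p53-null H1299 cells stably carrying temperature-sensitive p53-A138V and a BP100-luciferase reporter were pinned with compounds (4-point, 1:5 series) and held 24 hrs at 37 deg C. Luminescence was read 10 min after detection reagent.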
* hit, by the source's call; u = inconclusive; x = no result given; [ ] = another dose, or the depositor's remark. Unless noted, calls follow the shape of the dose curve; as a rule, active = well fitted curve in the direction sought with a large enough effect; inconclusive = small, poorly fitted or top-dose-only effect, or another doubt; inactive = no such curve, though single readings can be large; an effect the other way counts as inactive or inconclusive.

SMILES | S-ASM inh | B2AR arrestin | ELG1 genotox | TSG101-PTAP inh | a7 integrin act | BRCA1 expr act | Eya2 inh | uPA surface inh | USP2a inh | TRPV1 agonist | p53 reactivator
Cc1ccc2cc3c(NC(=O)C4CCCO4)nn(CC(C)C)c3nc2c1 (stereo not drawn) | x | -0.2% | -6.6% | -2.5% | -29.3% | -4.8% | -29.1% | -2.8% | 1.8% | u | -0.3%
O=C(COC(=O)/C=C/c1ccc(Cl)cc1)NCCN1C(=O)CSC1=O | 6.3% | 0.2% | 0.1% | -2.3% | -0.5% | -11.8% | 5.0% | -10.9% | 2.1% | -1.5 | 4.0%
CCOC(=O)c1cnn(-c2nc(-c3ccccc3F)cs2)c1C(F)(F)F | 1.3% | -0.2% | 2.7% | -6.1% | -2.0% | 30.9% | -6.0% | x | 0.9% | 0.5 | 5.7%
C=CCn1c(N2CCOCC2)nc2c1c(=O)[nH]c(=O)n2C | 3.4% | -1.2% | -12.4% | -3.1% | -8.3% | -6.8% | -4.8% | -2.4% | 2.0% | 0.7 | -1.1%
Cc1ccc(S(=O)(=O)NC(CC(C)C)C(=O)Oc2ccc3c4c(c(=O)oc3c2)CCC4)cc1 (stereo not drawn) | x | -0.3% | 6.5% | -2.8% | 15.6% | 3.5% | -5.4% | -2.0% | 1.2% | x | 0.5%
CC(C)(C)NC(=O)C12CCC(C)(c3nc4ccccc4nc31)C2(C)C (stereo not drawn) | -2.1% | 0.0% | -2.8% | -3.6% | 5.1% | -33.4% | 9.0% | x | -0.1% | 19.1 | -5.9%
Cc1ccc(/C=N/NC(=O)c2csc3c2CCCC3)cc1 | -2.5% | -1.1% | u | -2.4% | 9.2% | -3.2% | 7.2% | -11.2% | -7.2% | u | u
Cc1ccccc1NC(=O)CCN1CCN(C)CC1 | 2.6% | 0.5% | -0.5% | -4.5% | 36.0% | 32.3% | 0.0% | -1.5% | 0.5% | 2.3 | x
CCN(Cc1ccncc1)C(=O)c1cc(Br)cc(Br)c1O | 4.0% | 0.3% | -5.1% | -1.3% | 14.9% | 1.4% | 15.7% | -1.0% | 0.3% | 0.2 | 0.3%
CCCNC(=O)CN1C(=O)c2ccccc2Sc2ncccc21 | 0.7% | 0.0% | 0.0% | -2.6% | 20.2% | -2.8% | 3.4% | 7.4% | 0.8% | 1.0 | -0.4%
COc1ccc(/C=N/NC(=O)CNC(=O)c2ccc(S(=O)(=O)N3CCCC3)cc2)c(OC)c1 | -12.2% | -0.1% | -0.4% | 1.3% | 13.5% | 11.2% | -5.3% | -0.3% | -2.7% | 0.7 | -1.1%
CCOC(=O)C1=C(c2ccccc2)NC(=O)NC1c1cccc(OC)c1OC (stereo not drawn) | 5.6% | x | x | -1.2% | 1.0% | -2.6% | x | -2.7% | x | x | x
O=C(CCc1nc2ccccc2[nH]1)N1CCN(C(=O)c2ccco2)CC1 | 2.0% | -1.2% | 4.6% | -5.2% | 10.1% | -7.2% | -1.3% | 14.1% | -1.4% | -6.2 | 1.0%
COc1cc(CC(=O)OCC(=O)NC2CCCC2)cc(OC)c1OC | 4.4% | -3.1% | 1.2% | 0.1% | 1.7% | 1.6% | 2.2% | 9.3% | 0.3% | -1.7 | 2.4%
CCCCN1CN(S(=O)(=O)c2ccc(OC)cc2)c2nc3ccccc3nc21 | 15.3% | -0.3% | 0.6% | 0.9% | 30.2% | -18.5% | 11.8% | -9.7% | -0.9% | 7.1 | 17.5%
Cn1cnc(S(=O)(=O)Nc2cc(C(F)(F)F)ccc2N2CCOCC2)c1 | -0.3% | -0.1% | -0.6% | -4.0% | -13.4% | -0.7% | 9.6% | -4.0% | 2.1% | 1.3 | -3.4%
CCc1cc(=O)oc2c(C)c(OC(C)C(=O)N3CCC[C@@H]3C(=O)O)ccc12 (stereo partly drawn) | 1.5% | -0.5% | 1.7% | -1.8% | 12.3% | 0.0% | -0.2% | 3.9% | -2.7% | -1.2 | x
O=C(Nc1ccc2c(c1)OCO2)c1ccc(Br)s1 | -5.7% | -0.3% | 1.84µM* | -6.7% | -8.0% | 57.0% | -5.7% | -25.3% | 1.5% | u | u
Cc1cc(C)cc(N(C(=O)C(F)(F)F)C(C(=O)NC2CCCCC2)c2cccs2)c1 (stereo not drawn) | -1.1% | -0.3% | -1.4% | -4.7% | 16.2% | 1.2% | 8.7% | 11.5% | 0.3% | x | 6.3%
Cc1onc(-c2c(F)cccc2Cl)c1C(=O)c1ccccc1O | -2.4% | -0.5% | -8.5% | 0.9% | -31.1% | -4.9% | -5.4% | -2.7% | -1.0% | -5.9 | -2.5%
O=C(CN1CCOCC1)c1c[nH]c2ccccc12 | 1.6% | -0.3% | -2.3% | -3.0% | -24.3% | -81.2%[inhibitor] | 10.4% | 1.6% | -0.3% | -3.7 | -3.0%
O=C(CCc1ccccc1)Nc1ccc(S(=O)(=O)Nc2nccs2)cc1 | 4.8% | 0.4% | -6.9% | -2.1% | 0.8% | -6.3% | 3.6% | -1.3% | -1.8% | -1.8 | -3.7%
O=[n+]1c2c(n([O-])c3cc(F)ccc31)CCCC2 | 8.0% | 0.1% | 1.5% | -1.4% | -22.1% | -24.2% | 16.5% | -0.7% | 1.4% | -1.0 | 24.9%
COc1cccc(C(=O)NC2CC3CCCC(C2)N3CC(=O)Nc2ccc(N(C)C)cc2)c1 (stereo not drawn) | 0.7% | -0.5% | -2.5% | -2.3% | -11.3% | -30.2% | -5.4% | 1.8% | -0.7% | 2.4 | -5.5%
O=C(Nc1ccc(N2CCOCC2)cc1)C1=NN(c2ccccc2)C(=O)CC1 | -5.1% | -0.6% | 2.2% | 2.1% | -9.2% | 55.3% | -0.4% | 1.7% | 0.7% | -9.3 | 19.4%
CCCCOc1ccc(NC(=O)CCSc2nccn2C)cc1 | -2.6% | -0.1% | 11.8% | -0.9% | -4.4% | 52.7% | -6.1% | -1.0% | -1.8% | 3.5 | 9.9%
COc1cccc(CN(C)Cc2cc(=O)oc3cc(O)c(Cl)cc23)c1 | x | 0.0% | -4.8% | -3.1% | 4.8% | -12.1% | -1.9% | 0.2% | 0.3% | -3.3 | -3.3%
CC(=C\C(=O)O)/C(=C/c1ccc(C)o1)C(=O)O | x | -3.8% | 4.2% | 3.8% | -31.2% | 0.8% | -3.5% | -8.1% | 3.4% | -2.9 | -5.1%
O=C(NC1CC1)C1CCN(C2CCN(C(=O)Cc3ccc4c(c3)OCO4)CC2)CC1 | 3.0% | 0.1% | 0.4% | -5.4% | -20.1% | 0.0% | -1.3% | 2.2% | 0.4% | 12.8 | -1.8%
Cc1nc(CN2CCCCC2)cc(=O)[nH]1 | -2.3% | 0.2% | 3.5% | 0.0% | u | 11.7% | 0.8% | -7.6% | -1.5% | 0.0 | 26.3%
Clc1ccc2nc(CSc3nncn3-c3ccccc3)cn2c1 | 3.0% | 0.1% | -0.5% | -6.0% | 13.1% | 21.7% | 2.6% | -6.3% | 0.4% | -2.6 | -14.0%
CNC(=O)COC(=O)c1cc(-c2ccc(OC)cc2)nc2ccccc12 | 295.3%[activator] | 0.0% | 7.6% | -2.0% | -6.1% | 88.4% | -13.6% | -14.4% | -0.1% | u | -4.6%
CC(C)(C)n1ncc2c(=O)n(CC(=O)N3CCCc4ccccc43)cnc21 | 5.2% | 0.6% | 0.7% | -4.2% | 9.4% | 11.1% | -9.8% | 8.8% | 1.3% | -1.8 | 9.0%
CC(C)c1ccc(NS(=O)(=O)c2ccc(Cl)nc2)cc1 | -1.0% | -1.0% | 0.2% | -0.1% | -17.6% | -34.1% | -2.2% | 9.0% | 3.7% | -4.5 | 2.7%
Cc1ncc(CN2CCCC(C(=O)Nc3ccc(-n4ccnc4C)cc3)C2)cn1 (stereo not drawn) | 0.1% | -0.3% | 16.3% | -2.3% | 21.7% | -14.9% | -1.0% | -3.7% | 5.6% | -1.5 | -6.3%
CCOC(=O)CNS(=O)(=O)c1cc(-c2nnc(Nc3ccc4c(c3)OCO4)c3ccccc23)ccc1C | x | 2.6% | -2.6% | -1.8% | -3.0% | -58.3% | -2.5% | -6.7% | -0.8% | -2.5 | -20.7%
